B2AR arrestin = qHTS assay of beta-arrestin-biased ligands of beta2-adrenergic receptor. Beta-2 adrenergic receptor (Homo sapiens), P07550. beta-arrestin recruitment to beta2AR, cell-based reporter. Potency, µM (top dose mostly 46.1 µM), inactives show at the highest dose activation, usual class: activators. actives 0.02% (n = 330,000);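 note: potency is the fitted concentration of half-maximal effect; 0% = DMSO controls and full agonism = EC100 isoproterenol or metaproterenol; nearly all actives have a fitted effect of over 65% in size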
Target sequence (P07550 whole entry, looked up): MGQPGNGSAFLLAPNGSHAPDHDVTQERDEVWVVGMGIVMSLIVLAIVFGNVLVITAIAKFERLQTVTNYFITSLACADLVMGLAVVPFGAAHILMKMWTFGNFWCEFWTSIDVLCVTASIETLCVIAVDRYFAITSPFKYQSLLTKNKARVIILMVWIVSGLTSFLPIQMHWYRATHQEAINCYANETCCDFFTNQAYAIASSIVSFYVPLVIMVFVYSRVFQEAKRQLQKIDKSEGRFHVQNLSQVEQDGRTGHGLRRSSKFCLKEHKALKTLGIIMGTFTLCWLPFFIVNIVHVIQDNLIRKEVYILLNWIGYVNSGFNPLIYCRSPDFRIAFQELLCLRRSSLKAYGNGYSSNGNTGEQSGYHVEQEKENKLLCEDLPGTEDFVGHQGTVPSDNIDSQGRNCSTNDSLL
TRPV1 agonist = HTS Assay for Compounds that Act as Agonists of the Vanilloid Receptor 1 | Transient receptor potential cation channel subfamily V member 1 (Homo sapiens), Q8NER1 | TRPV1-expressing cells, Fluo-8 calcium influx, agonist mode | activation, % at 8.33 µM | actives 0.19% (n = 320,000) | AID 540275, 2011; in the data active = activation above about 80%; inconclusive = between about 30% and that limit; note: 0% is about no effect
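Fluo-8 calcium influx in TRPV1-expressing cells, kinetic read (ex 480/em 520 nm). Compound added and read 3 min for agonist activity, followed by capsaicin at EC20 final and 2 min further read for enhancement.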
TSG101-PTAP inh = qHTS Assay for Iinhibitors of HIV-1 Budding by Blocking the Interaction of PTAP/TSG101; Fluorescence polarization, FITC-PTAP peptide / Tsg101 binding; AID 493005, 2010; Potency, µM (series often up to 115 µM), without a hit: top-dose activity change, negative = inhibition, most hits filed as inhibitors; 340,000 tested, under 10 active; active = well fitted inhibition curve with a large enough effect in the main read-out, with a control signal flat, not every such curve was filed as active; inconclusive = small, poorly fitted or top-dose-only effect, or effect the other way, or a change in a side signal; inactive = no such curve, though single readings can be large or run the other way; note: potency is the fitted concentration of half-maximal effect; % of control where 0% means no effect
Target sequence (Q99816 whole entry, looked up): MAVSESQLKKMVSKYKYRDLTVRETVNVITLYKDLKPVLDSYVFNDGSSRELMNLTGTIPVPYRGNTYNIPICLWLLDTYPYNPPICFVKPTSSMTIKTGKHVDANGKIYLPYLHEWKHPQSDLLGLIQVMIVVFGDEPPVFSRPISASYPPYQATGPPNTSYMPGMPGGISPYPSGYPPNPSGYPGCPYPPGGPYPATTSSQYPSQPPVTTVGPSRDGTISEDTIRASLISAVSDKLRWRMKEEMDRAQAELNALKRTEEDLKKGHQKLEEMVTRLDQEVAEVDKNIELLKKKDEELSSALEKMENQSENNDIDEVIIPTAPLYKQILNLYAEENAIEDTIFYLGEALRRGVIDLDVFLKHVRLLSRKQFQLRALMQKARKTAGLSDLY
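Fluorescence anisotropy tracks displacement of a FITC-tagged PTAP peptide (50 nM) from the Tsg101 binding domain (10 uM), following a 20 min room-temperature incubation at pH 7.5.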
TCR act = Activators of T cell receptors: qHTS campaign | Potency, µM (titrated, usually from 9.22 µM), for inactives: at the highest dose activation of IL-2 secretion, hits mostly activators | AID 504894, 2011 | 330,000 tested, under 10 active | primary human leukocytes, anti-CD3, IL-2 HTRF, 48 h; note: % of control where 0% means no effect
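IL-2 produced over 48 hr by a-CD3 bead-stimulated primary human leukocytes exposed to compounds was detected with a homogeneous time-resolved FRET immunoassay, 665nm acceptor signal after 320nm excitation.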
MLL CXXC-DNA inh = qHTS Fluorescence Polarization Assay for Inhibitors of MLL CXXC domain - DNA interaction | Histone-lysine N-methyltransferase 2A (Homo sapiens), Q03164 | MLL-CXXC / FITC-HOXA9 DNA fluorescence polarization | Potency, µM (doses to about 115 µM), without a hit: top-dose activity change, negative = inhibition, usual class: inhibitors | actives 0.037% (n = 290,000) | AID 2662, 2010; active = well fitted inhibition curve with a large enough effect in the polarisation, with a control signal flat, not every such curve was filed as active; inconclusive = small, poorly fitted or top-dose-only effect, or effect the other way, or a change in a side signal; inactive = no such curve, though single readings can be large or run the other way; the % refers to the polarisation; note: potency is the fitted concentration of half-maximal effect
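Purified MLL-CXXC (added from a 7 uM solution) was preincubated 5 min at ambient with pinned compounds in 50 mM Tris-HCl pH 7.5, 50 mM NaCl, 1 mM DTT, 0.05% BSA. Fluorescein-labeled HOX-A9 DNA (50 nM solution) followed, 30 min, then polarization read.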
a7 integrin act = qHTS for Activators of Integrin-Mediated Alleviation for Muscular Dystrophy; alpha7betagal myoblasts, beta-gal FDG fluorescence, 48 h; actives 0.064% (n = 350,000); Potency, µM (top dose mostly 38.3 µM), for the others: at the top dose activation, actives largely listed as activators; AID 624291, 2012;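 note: potency is the fitted concentration of half-maximal effect; 100% = response of the positive control SU9516; nearly all actives have a fitted effect of over 60% in size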
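Alpha7betagal+/- myoblasts (passage 13) were plated 16-24 hr, then exposed to compounds (1:260 dilution of DMSO stock) for 48 hours at 37C. After MPER lysis, β-galactosidase reporter activity was read as FDG fluorescence (ex 480/em 540) after 30 minutes.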
p53 reactivator = qHTS assay for re-activators of p53 using a Luc reporter; H1299 p53-A138V BP100-luciferase reporter, luminescence, 24 h; actives 0.063% (n = 320,000); Potency, µM (highest dose often 92.2 µM), for the others: at the top dose activity change, positive = activation, usual class: activators; note: potency is the fitted concentration of half-maximal effect; % of control where 0% means no effect; nearly all actives have a fitted effect of over 45% in size
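p53-null H1299 cells stably carrying temperature-sensitive p53-A138V and a BP100-luciferase reporter were pinned with compounds (4-point, 1:5 series) and held 24 hrs at 37 deg C. Luminescence was read 10 min after detection reagent.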
ELG1 DNA repair = qHTS screen for small molecules that inhibit ELG1-dependent DNA repair in human embryonic kidney (HEK293T) cells expressing luciferase-tagged ELG1. HEK293T ELG1-luciferase reporter, luminescence, 16 h; DNA damage induced by 5-fluorouridine. Potency, µM (titrated, usually from 46.1 µM), inactives show at the highest dose activity change, negative = inhibition, usual class: inhibitors. actives 2.3% (n = 330,000). AID 504467, 2011; note: potency is the fitted concentration of half-maximal effect; % is set by controls: 0 for no effect and ±100 for the full control effect; nearly all actives have a fitted effect of over 55% in size
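Reporter activity after DNA damage by 5-fluorouridine is monitored. Compound-treated cells incubate 16 hr at 37 °C, then ONE-Glo is added for 30 min before luminescence reading.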
BRCA1 expr act = qHTS Assay to Identify Small Molecule Activators of BRCA1 Expression; MCF7-BRCA1-FFLuc reporter, luminescence, 48 h; response scale: scaled: vehicle 0%, 10 µM genistein 100%; Potency, µM (highest dose often 46.1 µM), without a hit: at the highest dose activation, usual class: activators; actives 1.1% (n = 380,000); note: potency is the fitted concentration of half-maximal effect; nearly all actives have a fitted effect of over 80% in size; some results filed as inactive show a strong effect at the top dose
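Reporter cells (MCF7, BRCA1 promoter-firefly luciferase) received library compounds across a concentration series for 48 h. End-point luminescence was measured and concentration-effect curves derived after normalization.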
AT treatment = qHTS Assay for Identifying a Potential Treatment of Ataxia-Telangiectasia; […] A-T fibroblasts, KAP-1 phosphorylation AlphaLISA; neocarzinostatin DNA damage 30 min before lysis; actives 0.19% (n = 320,000); Potency, µM (doses to about 57.5 µM), inactives show at the top dose activation, hits mostly activators; AID 485349, 2010; note: potency is the fitted concentration of half-maximal effect; % of control where 0% means no effect; nearly all actives have a fitted effect of over 45% in size
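ATM-like activity read as KAP-1 phosphorylation via AlphaLISA donor/acceptor antibody pairs after lysis and 6 hr at 25C. Cells were ATM-null patient fibroblasts ([…], hTERT), dosed 60 min, then exposed to the DSB inducer NCS for 30 min.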
Numbers without * were called inactive; ? = inconclusive; / = no result given; [ ] = dose if it differs, or a comment. Unless noted, calls come from the whole dose curve; as a rule, active = well fitted curve in the direction sought with a large enough effect; inconclusive = small, poorly fitted or top-dose-only effect, or another doubt; inactive = no such curve, though single readings can be large; an effect the other way counts as inactive or inconclusive.

SMILES	B2AR arrestin	TRPV1 agonist	TSG101-PTAP inh	TCR act	MLL CXXC-DNA inh	a7 integrin act	p53 reactivator	ELG1 DNA repair	BRCA1 expr act	AT treatment
CC(C(=O)NCCc1ccc(F)cc1)N1CCN(Cc2ccccc2)CC1 (configuration not stated)	-0.1%	1	-5%	0%	14%	0%	-1%	-2%	3%	1%
COc1cccc(-n2nnc3c(=O)n(CC(=O)Nc4ccc(C)cc4)cnc32)c1	-0.3%	-2	0%	3%	-5%	31%	2%	4%	-2%	0%
COc1cccc(CNC(=O)CCC2CCCN(C(=O)c3ccc(OC)o3)C2)c1 (configuration not stated)	-0.2%	-2	2%	-6%	2%	-27%	10%	?	30%	-2%
CC(C)c1ccc(Oc2cccc3c2S(=O)(=O)N(C2CCCC2)CC(COCc2ccccc2)O3)cc1 (configuration not stated)	/	/	-1%	6%	/	-13%	/	/	-9%	/
COC(=O)[C@]1(Cc2ccccc2)N[C@H](CN(C)S(=O)(=O)c2ccc(OC(F)(F)F)cc2)[C@@H]2C(=O)N(Cc3ccccc3)C(=O)[C@@H]21	5.0%	/	-5%	3%	/	-16%	13%	1%	-12%	-1%
N=c1sccn1CC(=O)Nc1ccccc1Sc1ccccc1	-0.1%	0	0%	-28%	6%	5%	9%	-14%	-9%	1%
O=C1N(Cc2cccc(Cl)c2)C[C@@H]2C[C@@H](c3ccc4nonc4c3)N3CCC[C@@]123	0.2%	0	-7%	-3%	-13%	?	2%	?	-21%	4%
O=C(N/N=C/c1ccc2ncccc2c1)c1ccco1	0.2%	2	-1%	-8%	-5%	2%	-7%	?	-38%	10%
Cc1cc(OC(=O)c2cccc(Cl)c2)c([N+](=O)[O-])c(=O)[nH]1	0.0%	-5	0%	-9%	4%	23%	1%	9%	11%	6%
Cn1c(=O)cc(NCc2ccccc2)[nH]c1=O	-0.1%	-2	-12%	-4%	5%	13%	-4%	-1%	-2%	-4%
Cc1cc(C)cc(OCC(=O)OCC(=O)N2CCc3ccccc32)c1	0.0%	-2	-1%	0%	/	-3%	4%	18%	-17%	-9%
COc1ccc(/C=C(\C#N)C(=O)Nc2cc(C)c(Cl)cc2OC)cc1O	-0.3%	6	1%	-1%	-8%	30%	-4%	12%	-65%	?
CC(=O)Nc1ccc(NC(=O)c2c(-c3ccccc3)noc2C)cn1	-0.2%	-7	-10%	7%	2%	?	1%	2%	2%	7%
CN(C)c1ccc(C(CNC(=O)c2ccccc2)c2c[nH]c3ccccc23)cc1 (configuration not stated)	-1.9%	7	-4%	6%[46.1 µM]	-1%	-14%	-1%	?	28%	0%
O=C(NNC(=S)NC1CCCCC1)c1sc2ccccc2c1Cl	-0.2%	?	-1%	1%[46.1 µM]	-7%	37%	17%	-18%	-8%	2%
COc1ccc(C(CNC(=O)COc2ccccc2C)N2CCCCC2)cc1 (configuration not stated)	-1.9%	9	-4%	3%	/	-5%	15%	0%	-23%	6%
N#CCOc1ccc(C2=NO[C@@H]3[C@@H]4C[C@@H]([C@H]5C(=O)N(c6ccc7c(c6)OCO7)C(=O)[C@@H]45)[C@H]23)cc1	0.1%	2	-2%	-5%[46.1 µM]	19%	4%	-10%	2%	-23%	-1%
NC(=O)C1CCN(CCCNC2CC(=O)N(Cc3ccc(N4CCCC4=O)cc3)C2=O)CC1 (configuration not stated)	/	/	-5%	-1%	/	11%	/	/	9%	/
O=C1CCc2cc(S(=O)(=O)NC3CCCCC3)cc3c2N1CC3	-0.4%	-1	-4%	-1%	/	16%	-4%	?	-20%	5%
COc1cccc(CNc2ccc3[nH]c(=O)[nH]c3c2)c1OCc1ccccc1	-1.0%	22	-6%	/	-1%	11%	-1%	?	-28%	-11%
CCOc1cccc(-c2nnc3sc(COc4ccc(C)cc4)nn23)c1	-0.9%	14	-6%	-2%	11%	5%	-9%	-1%	-16%	6%
COc1ccc(/C(C)=N/NC(=O)c2ccc(CSc3cccc4cccnc34)cc2)cc1OC	-0.3%	-1	-4%	-5%	21%	-35%	2%	-9%	0%	1%
CCOC(=O)C(C)n1cnc2c(cnn2-c2ccc(Cl)cc2)c1=O (configuration not stated)	0.2%	1	0%	8%	8%	-18%	?	?	59%	4%
CCN(CC(=O)Nc1ccc2c(c1)OCCO2)Cc1cc(=O)n2ccsc2n1	-1.1%	2	-3%	3%	4%	4%	-3%	?	-9%	8%
CCC(C)[C@H](NC(=O)[C@@H]1Cc2ccccc2CN1)C(=O)NCc1ccc(OC)cc1 (some centres not stated)	-0.8%	-4	0%	-5%	18%	13%	/	?	-5%	-6%
CCOC(=O)c1nnsc1C(OC)Oc1ccccc1 (configuration not stated)	/	/	0%	1%	/	0%	/	/	6%	/
COc1cc(CCC(=O)N2CCN(S(=O)(=O)c3ccc(C)c(C)c3)CC2)cc(OC)c1OC	-0.4%	-3	1%	/	-4%	-10%[7.66 µM]	1%	?	-18%	-9%
O=C(CSc1nc(O)cc(=O)[nH]1)N1c2ccccc2CCc2ccccc21	-0.5%	1	-7%	-2%	-10%	-10%	1%	-4%	0%	-4%
COc1ccc(CNC(=O)CCN2C(=S)NC(C)(C)CC2C)cc1 (configuration not stated)	0.3%	1	-1%	-3%	2%	7%	4%	1%	2%	-5%
COc1ccc(OC)c2c(C)cc(N3CCN(C(=O)c4ccc(Cl)cc4)CC3)nc12	0.5%	3	-5%	2%	5%	-9%	-2%	?	-15%	0%
CCCC(=Nc1ccccc1)C1=C(O)C(C(=O)OC)C(C)(C)CC1=O (configuration not stated)	0.4%	1	-2%	6%	5%	9%	-8%	-8%	-9%	3%
COc1ccc(CCn2c(N)c(S(=O)(=O)c3cccs3)c3nc4ccccc4nc32)cc1OC	-0.3%	-3	-6%	-1%	11%	-5%	-6%	?	2%	28%
CC(C)OC(=O)c1ccc(COC(=O)c2cnccn2)cc1	-0.2%	2	-1%	3%	0%	-28%	2%	-15%	34%	-1%
CCN1CCN(CCCNC(=O)C(NC(=O)C2CCC(C)CC2)C(C)C)CC1 (configuration not stated)	0.2%	-2	/	/	1%	/	2%	9%	/	-3%
CCOC(=O)c1cc(NC(=O)CNCC(c2ccccc2)N(C)C)cc(C(=O)OCC)c1 (configuration not stated)	2.6%	0	-3%	-7%	-9%	-12%	-6%	-6%	-9%	49%
CC(C)(C)C(=O)Nc1ccccc1C(=O)Nc1cc(Cl)ccc1Cl	-0.4%	20	-5%	6%	5%	-34%	3%	-14%	-25%	1%

6 of the compounds above, with two lines to a compound.
The line under a structure holds: B2AR arrestin, TRPV1 agonist, TSG101-PTAP inh, TCR act, MLL CXXC-DNA inh, a7 integrin act, p53 reactivator, ELG1 DNA repair, BRCA1 expr act, AT treatment
> O=C1CCc2cc(S(=O)(=O)NC3CCCCC3)cc3c2N1CC3
    -0.4%, -1, -4%, -1%, /, 16%, -4%, ?, -20%, 5%
> CCOC(=O)c1nnsc1C(OC)Oc1ccccc1 (configuration not stated)
    /, /, 0%, 1%, /, 0%, /, /, 6%, /
> COc1cccc(CNc2ccc3[nH]c(=O)[nH]c3c2)c1OCc1ccccc1
    -1.0%, 22, -6%, /, -1%, 11%, -1%, ?, -28%, -11%
> N#CCOc1ccc(C2=NO[C@@H]3[C@@H]4C[C@@H]([C@H]5C(=O)N(c6ccc7c(c6)OCO7)C(=O)[C@@H]45)[C@H]23)cc1
    0.1%, 2, -2%, -5%[46.1 µM], 19%, 4%, -10%, 2%, -23%, -1%
> CCC(C)[C@H](NC(=O)[C@@H]1Cc2ccccc2CN1)C(=O)NCc1ccc(OC)cc1 (some centres not stated)
    -0.8%, -4, 0%, -5%, 18%, 13%, /, ?, -5%, -6%
> CCN(CC(=O)Nc1ccc2c(c1)OCCO2)Cc1cc(=O)n2ccsc2n1
    -1.1%, 2, -3%, 3%, 4%, 4%, -3%, ?, -9%, 8%
